Screening results deposited in PubChem BioAssay by National Center for Advancing Translational Sciences (NCATS).
p53null 32C kill – selectivity test: cytotoxicity in p53 null cells, permissive temperature. Potency, µM (titrated, usually from 46.1 µM), for the others: at the highest dose activity change, negative = cytotoxicity, hits mostly cytotoxic. hit rate 0.62% among 55,000. H1299-neo p53 null cells, ATP luminescence, 24 h, 32C. AID 903;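 also: 0% = DMSO only and -100% = full killing by 100 µM tamoxifen; nearly all actives have a fitted effect of over 55% in size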
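AC50 values derive from Hill modelling of qHTS concentration-response data (up to 46 uM) in H1299-neo cells. Cells were treated 24 h at 32C following overnight attachment at 37C; viability was read as cellular ATP.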
FH mod – Identification of activators of human fumarate hydratase by quantitative high-throughput screening | FH coupled MDH/diaphorase resazurin fluorescence, 15 min | hit rate 0.22% among 54,000 | Potency, µM (highest dose often 79.9 µM), without a hit: at the top dose activity change, negative = inhibition, hits mostly inhibitors | AID 1347055, 2019; also: the screen sought activators but most active calls are inhibition curves; nearly all actives have a fitted effect of over 45% in size
Target sequence (P07954 whole entry, looked up): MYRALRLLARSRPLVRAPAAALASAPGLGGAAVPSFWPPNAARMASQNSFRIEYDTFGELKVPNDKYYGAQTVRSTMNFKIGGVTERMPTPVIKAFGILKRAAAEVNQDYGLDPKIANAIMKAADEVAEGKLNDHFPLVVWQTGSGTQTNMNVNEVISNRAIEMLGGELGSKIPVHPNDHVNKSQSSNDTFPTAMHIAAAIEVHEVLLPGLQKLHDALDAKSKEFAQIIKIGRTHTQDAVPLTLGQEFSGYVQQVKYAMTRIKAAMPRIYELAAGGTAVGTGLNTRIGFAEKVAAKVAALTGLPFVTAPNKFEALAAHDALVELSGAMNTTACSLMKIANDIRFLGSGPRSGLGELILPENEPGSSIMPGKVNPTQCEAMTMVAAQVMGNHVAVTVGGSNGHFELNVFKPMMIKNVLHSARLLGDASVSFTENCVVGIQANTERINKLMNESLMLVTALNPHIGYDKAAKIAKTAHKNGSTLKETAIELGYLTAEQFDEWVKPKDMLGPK
p53null 39C kill – p53 null cell cytotoxicity, nonpermissive temperature; Potency, µM (series often up to 46.1 µM), without a hit: at the top dose activity, negative = cell killing, usual class: cytotoxic; H1299 p53-null (neo) cells, 39C, ATPlite viability, 24 h; hit rate 0.97% among 55,000;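 also: 0% = DMSO only and -100% = full killing by 100 µM tamoxifen; nearly all actives have a fitted effect of over 50% in size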
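Luminescent ATP signal reported cell survival after H1299 lines (neo, p53 null; or p53 A138V) received up to 46 uM compound and 24 hr incubation at 39C.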
An asterisk follows results filed as active; ? = inconclusive; . = not tested or not shown; & = joins results of further samples; [ ] = remark or other dose. Calls follow the shape of the dose curve; as a rule, active = well fitted curve in the direction sought with a large enough effect; inconclusive = small, poorly fitted or top-dose-only effect, or another doubt; inactive = no such curve, though single readings can be large; an effect the other way counts as inactive or inconclusive. Unless noted, % is scaled to controls: 0 for no effect and ±100 for the full control effect; potency is read from the fitted curve at half-maximal effect. This is a subset, so the mix of outcomes need not match the whole.

SMILES	p53null 32C kill	FH mod	p53null 39C kill
COC(=O)c1ccccc1NC(=O)CN(c1ccc(OC)cc1)S(C)(=O)=O	13%	.	5%
Cc1ccc(C(=O)Nc2ccccc2C(=O)NCc2ccco2)cc1S(=O)(=O)N1CCCCC1	-11%	.	2%
Cc1ccc(Nc2nnc(SCc3ccccc3)s2)cc1	-8%	.	-2%
CC1=C(C(=O)Nc2ccc(C)cc2)C(c2ccc(N(C)C)cc2)NC(=O)N1 (stereo not given)	2%	.	-5%
CCOC(=O)c1ccc(N=C2C(=S)N(c3ccc(C(=O)OCC)cc3)C(=N)N2/N=C/c2ccccc2)cc1	1%	.	-18%
COCCCNc1nc2c(c(=O)n(C)c(=O)n2C)n1Cc1cccc(OC)c1	-12%	.	-15%
Cc1nnc2sc(-c3ccc(NC(=O)CSc4ccc(Cl)cc4)cc3)nn12	-9%	.	-4%
Cc1ccccc1NC(=O)C1(C)Cc2ccccc2C(=O)O1 (stereo not given)	4%	.	43%[activator]
Cc1ccc(NC(=O)Cn2cnc3sc(C(=O)NCCN(C)C)c(C)c3c2=O)cc1Cl	-6%	.	-4%
Cc1cccc(/C=N/n2c(C)cc(C)c(C#N)c2=O)c1	9%	.	-16%
COc1ccccc1NS(=O)(=O)c1cccc(NC(=O)NC2CCCCC2)c1	4%	.	3%
CN(C)c1nc(N(C)C)nc(N(C#N)CN2C(=O)c3ccccc3C2=O)n1	2%	.	-4%
CCOC(=O)NCc1ccc(S(=O)(=O)Nc2ccc(C)cc2)cc1	-5%	.	-10%
Cc1ccc(OCC(=O)n2nc(C)cc2C)c(Br)c1	-6%	.	-19%
CCc1nc2n[nH]c(N)c2c2c1CSC(C)(C)C2	-9%	.	0%
Cc1ccc(C)c(NC(=O)COc2cccc3c2CCN(Cc2ccccc2)C3=O)c1	11%	.	15%
O=C(O)CCCCCN1C(=O)C2CCCCC2C1=O (stereo not given)	5%	.	-7%
CCCCC(=O)NCCc1cc2ccc(OC)cc2[nH]c1=O	-8%	.	1%
CCc1cccc(NC(=O)CN(C)S(=O)(=O)c2cccc3nsnc23)c1	-4%	.	-6%
N#Cc1c(N)sc2c1CCN(CCc1ccccc1)C2	-2%	.	8%
CCCCC1=NN(C(=O)c2cocc2C)C(O)(C(F)(F)F)C1 (stereo not given)	7%	.	5%
Cc1sc2ncnc(N3CCC(C)CC3)c2c1C	13%	.	-4%
Cc1cccc(C(=O)NNC(=O)CN2C(=O)c3ccccc3C2=O)c1	-3%	.	7%
CC(C)c1nc(SCC(=O)Nc2cccc(C(F)(F)F)c2)c2c(=O)n(C)c(=O)n(C)c2n1	2%	.	6%
Cc1ccc(C(=O)OCC(=O)Nc2ccc3c(c2)OCO3)o1	2%	.	4%
Cc1cc(C)nc(N(C#N)CCOc2ccc(Cl)cc2)n1	0%	.	7%
CCN(CC)c1ccc2c(c1)CCCN2	?	.	-12%
O=C1NC(c2ccccc2)(C(F)(F)F)SC2=CCCCCN12 (stereo not given)	4%	.	13%
Cn1c(Cc2ccccc2)nnc1SCC(=O)N1CCCCC1	4%	.	2%
CCC1CCc2c(sc3nc(SCC(=O)NCc4ccco4)n(-c4ccccc4)c(=O)c23)C1 (stereo not given)	-4%	.	-1%
CCCCN1C(=O)C2C(C(=O)Nc3cccc(OC)c3)C3C=CC2(O3)C1C(=O)NC1CCCCC1C (stereo not given)	-8%	.	17%
CCOC(=O)Cc1c(C)nc2cc(C)nn2c1C	-9%	.	-7%
CCCOc1ccccc1NC(=O)CC1Nc2ccccc2NC1=O (stereo not given)	7%	.	8%
O=C(NCC(=O)N(Cc1cccs1)C(C(=O)NC1CCCC1)c1cccnc1)c1ccco1 (stereo not given)	2%	.	-2%
CCOc1ccc(N(CC(=O)NC2CCCCC2)S(=O)(=O)c2c(C)noc2C)cc1	-17%	.	-6%
NC(=O)c1cc(-c2ccccc2)sc1NC(=O)CN1CCCCC1	22%	.	-4%
COc1cccc(C(=O)N2CCN(S(=O)(=O)Cc3ccccc3)CC2)c1OC	-1%	.	-1%
Cc1ccccc1N1CCN(CCCOc2ccc3c(C)cc(=O)oc3c2)CC1	12%	.	11%
CCCNC(=O)c1ccc2snnc2c1	-9%	.	19%
O=C(Nc1ccc2nc(-c3ccco3)c(-c3ccco3)nc2c1)NC1CC1	?	.	-28%

The final two records of the section above lead into the next.
SMILES	p53null 32C kill	FH mod	p53null 39C kill
CCCNC(=O)c1ccc2snnc2c1	-9%	.	19%
O=C(Nc1ccc2nc(-c3ccco3)c(-c3ccco3)nc2c1)NC1CC1	?	.	-28%
COc1ccc(NC(=O)CSc2ccc(C)cc2)cc1	-8%	.	?
O=C1CC2CS(=O)(=O)CC2N1c1ccc(Cl)cc1Cl (stereo not given)	3%	.	-8%
COc1ccc2c(c1)C(C)=CC(C)(C)N2C(=O)Nc1ccccc1	-2%	.	-9%
O=C(Nc1cccc(F)c1)NC1(C(=O)N2CCN3CCCC3C2)CCCCC1 (stereo not given)	-5%	.	-11%
Cc1nn(-c2cc(C)c3ccccc3n2)c2c1C1C(C2)C1(C)C (stereo not given)	-1%	.	18%
O=C(Nc1ccc2nc(-c3ccco3)[nH]c2c1)c1cccs1	7.1µM*	.	10µM*
CC(=O)c1ccc(NC(=O)Nc2ncn(Cc3cccc(C)c3)n2)cc1	0%	.	-11%
Cc1ccc2cc3cc(C(=O)N4CC(C)CC(C)C4)oc3nc2c1 (stereo not given)	3%	.	-6%
C(/CCc1ccccc1)=N\n1cnnc1	-6%	.	-17%
CCCCN(CC)CCNC(=O)Cn1cnc2sc(C)c(S(=O)(=O)N3CCOCC3)c2c1=O	-1%	.	21%
CCCCCC1CC(CC(=O)Nc2nncs2)C(=O)O1 (stereo not given)	-5%	.	7%
CC(C)C(=O)Nc1sc2c(c1C#N)CCCCC2	0%	.	-21%
COc1ccc(CCCC(=O)O)c(C)c1	12%	.	1%
O=C(NCc1ccc2c(c1)OCO2)c1cc2ccccc2oc1=O	-6%	.	-2%
COCCn1nnnc1SCC(=O)N1CCCCC1	-3%	.	19%
Cc1cc2c(n1-c1ccc(C(N)=O)cc1)CC(C)(C)CC2=O	-4%	.	-6%
CC(C)(C)NC(=O)CN(C(=O)Cn1nnc(-c2ccc(Cl)cc2)n1)C1CCN(Cc2ccccc2)CC1	10%	.	0%
Cc1ccc(/C=N\NC(=O)C2CN(S(=O)(=O)c3ccccc3)CCN2S(=O)(=O)c2ccccc2)cc1 (stereo not given)	0%	.	6%
C=CCSc1nc2sc(C)c(C)c2c(=O)[nH]1	3%	.	-1%
CCCCNS(=O)(=O)c1ccc(OC)c(C)c1	-3%	.	-10%
Cc1ccc(Cl)cc1N1CCN(C(=O)CSc2ccsc2[N+](=O)[O-])CC1	-5%	.	24%
Cc1ccc(NC(=O)CCSc2nnc(C)s2)cc1	-1%	.	16%
FC(F)(F)c1cc(-c2ccccc2)nc2ncnn12	1%	.	-3%
CCC(C)(C)NC(=O)C(c1cccn1C)N(C(=O)Cn1nnc2ccccc21)c1ccc(OC)cc1OC (stereo not given)	0%	.	-4%
O=C(COC(=O)C1Cc2ccccc2CN1C(=O)c1ccccc1)Nc1ccc(SC(F)F)cc1 (stereo not given)	-12%	.	-2%
O=C(CCNC(=O)c1ccc(Br)o1)NC1CCCC1	-1%	.	4%
N#Cc1sc2nc(C3CC3)cc(-c3ccccc3)c2c1N	-2%	.	11%[1.84 µM]
CC(NC(=O)c1ccco1)c1ccc2c(c1)OCCO2 (stereo not given)	-13%	.	-5%
N#CCc1c(C#N)c(N)nc(N2CCN(S(=O)(=O)c3ccccc3)CC2)c1C#N	-14%	.	-7%
O=C(CCN1CCOCC1)c1ccc2c(c1)OCCO2	9%	.	-10%
COc1ccccc1OCC(=O)NNC(=O)C(=O)N1CCCC1	-2%	.	-7%
Cc1cc2ncn(C(=O)N3CCCCCC3)c2cc1C	5%	.	10%
N=C1/C(=C\c2ccc(-c3cc(Cl)cc(Cl)c3)o2)C(=O)N=C2SC=C(c3ccccc3)N12	-7%	.	17%[1.84 µM]
Cc1ccccc1Cn1cc(S(=O)(=O)CC(=O)N2CCCCC2)c2ccccc21	11%	.	15%
CCCCOC(=O)c1cccc(NC(=O)CC)c1	-5%	.	-13%
Cc1cccc(Nc2nc(-c3cccs3)cs2)n1	?	.	9%
CCOc1ccc(C(O)Cc2nc3ccccc3n2C)cc1 (stereo not given)	-7%	.	0%
O=C(CSc1nnc(CNC(=O)C23CC4CC(CC(C4)C2)C3)n1-c1ccc(F)cc1)Nc1ccc(F)cc1	-1%	.	7%
O=C1NC(O)=NC1(c1ccccc1)c1ccccc1	.	-19%[53.3 µM]	.
CSc1nc(N)c2ncn([C@@H]3O[C@H](COP(=O)(O)OP(=O)(O)OP(=O)(O)O)C(O)[C@H]3O)c2n1 (stereo not given in full)	.	-3%[53.3 µM]	.
CN1CCc2cc(NC(=O)Nc3cccnc3)ccc21	.	-5%[53.3 µM]	.
NC(=O)c1ccccc1	.	-11%[53.3 µM]	.
N#CC(=C(\N)Sc1ccccc1N)/C(C#N)=C(/N)Sc1ccccc1N	.	?	.
COc1cc(CC(=O)O)ccc1O	.	-9%[53.3 µM]	.
O=C(O)CNC(=O)C(CS)Cc1ccccc1 (stereo not given)	.	-11%[53.3 µM]	.
CC(C)NC[C@H](O)c1ccc(O)c(O)c1	.	-3%&-9%[53.3 µM]	.
O=c1ccc2c(OCCCCc3ccccc3)c3ccoc3cc2o1	.	?	.

Structures from the list above that contain a furan ring, fused or not, in the order listed:
SMILES	p53null 32C kill	FH mod	p53null 39C kill
Cc1ccc(C(=O)Nc2ccccc2C(=O)NCc2ccco2)cc1S(=O)(=O)N1CCCCC1	-11%	.	2%
CCCCC1=NN(C(=O)c2cocc2C)C(O)(C(F)(F)F)C1 (stereo not given)	7%	.	5%
Cc1ccc(C(=O)OCC(=O)Nc2ccc3c(c2)OCO3)o1	2%	.	4%
CCC1CCc2c(sc3nc(SCC(=O)NCc4ccco4)n(-c4ccccc4)c(=O)c23)C1 (stereo not given)	-4%	.	-1%
O=C(NCC(=O)N(Cc1cccs1)C(C(=O)NC1CCCC1)c1cccnc1)c1ccco1 (stereo not given)	2%	.	-2%
O=C(Nc1ccc2nc(-c3ccco3)c(-c3ccco3)nc2c1)NC1CC1	?	.	-28%
O=C(Nc1ccc2nc(-c3ccco3)[nH]c2c1)c1cccs1	7.1µM*	.	10µM*
Cc1ccc2cc3cc(C(=O)N4CC(C)CC(C)C4)oc3nc2c1 (stereo not given)	3%	.	-6%
O=C(CCNC(=O)c1ccc(Br)o1)NC1CCCC1	-1%	.	4%
CC(NC(=O)c1ccco1)c1ccc2c(c1)OCCO2 (stereo not given)	-13%	.	-5%
N=C1/C(=C\c2ccc(-c3cc(Cl)cc(Cl)c3)o2)C(=O)N=C2SC=C(c3ccccc3)N12	-7%	.	17%[1.84 µM]
O=c1ccc2c(OCCCCc3ccccc3)c3ccoc3cc2o1	.	?	.
